12-LOX inh: blocks human arachidonate 12S-lipoxygenase; purified 12hLO, xylenol orange hydroperoxide absorbance; Potency, µM (highest dose often 108 µM), without a hit: top-dose activity change, negative = inhibition, hits mostly inhibitors; 1.1% of 580,000 active; also: % is scaled to controls: 0 for no effect and ±100 for the full control effect
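Purified human 12hLO at 150 nM in 25 mM Hepes, 0.01% Triton X-100, pH 7.0, preincubated 15 min at room temperature with compound. Reaction started with 40 uM arachidonic acid, 30 min at room temperature. Hydroperoxide measured by Fe-xylenol orange, 573/405 nm absorbance ratio.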
HP1b chromo inh: blocks HP1-beta chromodomain binding to methylated histone tails; P83916; AlphaScreen HP1-beta / biotin-H3K9me3 peptide binding; Potency, µM (doses to about 114 µM), without a hit: at the top dose activity change, negative = inhibition, most hits filed as inhibitors; 0.56% of 390,000 active; AID 540317; also: nearly all actives have a fitted effect of over 70% in size; inactives centre near 23
Target sequence (P83916 whole entry, looked up): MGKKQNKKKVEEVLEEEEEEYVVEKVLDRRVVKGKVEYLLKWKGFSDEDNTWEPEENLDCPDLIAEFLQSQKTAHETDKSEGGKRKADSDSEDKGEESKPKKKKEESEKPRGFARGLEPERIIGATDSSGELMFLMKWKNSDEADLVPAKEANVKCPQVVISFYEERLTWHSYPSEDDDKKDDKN
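AlphaScreen: HP1-beta (50 nM) preformed 30 min with biotin-H3(1-18)K9me3 peptide (50 nM) in PBS pH 7.4, 0.01% Tween-20. Compound added for 30 min at RT, then streptavidin donor/nickel chelate acceptor beads (10 ug/mL) for 30 min.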
TrxR1 inh: inhibitors of rat thioredoxin reductase 1 | O89049 | recombinant rTrxR1, NADPH fluorescence consumption, selenite substrate | Potency, µM (top dose mostly 114 µM), for the others: top-dose activity change, negative = inhibition, most hits filed as inhibitors | 1% of 390,000 active | AID 588453; also: % is scaled to controls: 0 for no effect and ±100 for the full control effect; nearly all actives have a fitted effect of over 65% in size
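Rat TrxR1 (90 nM in the dispensed reagent) was pre-reduced with 400 uM NADPH for 5 min at room temperature, then incubated with compound for 15 min. After 400 uM selenite was added, NADPH fluorescence (Ex 340/Em 450 nm) was followed for 8 min.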
Pin1 inhibitor: human Pin1 inhibition; Pin1 FP peptide displacement, HiFluor488, 10 min; AID 504891; 0.009% of 390,000 active; Q13526; Potency, µM (doses to about 115 µM), for the others: top-dose activity, negative = inhibition, usual class: inhibitors; active = well fitted inhibition curve with a large enough effect in the polarisation, with a control signal flat, not every such curve was filed as active; inconclusive = small, poorly fitted or top-dose-only effect, or effect the other way, or a change in a side signal; inactive = no such curve, though single readings can be large or run the other way; the % refers to the polarisation; also: % is scaled to controls: 0 for no effect and ±100 for the full control effect
Target sequence (Q13526 whole entry, looked up): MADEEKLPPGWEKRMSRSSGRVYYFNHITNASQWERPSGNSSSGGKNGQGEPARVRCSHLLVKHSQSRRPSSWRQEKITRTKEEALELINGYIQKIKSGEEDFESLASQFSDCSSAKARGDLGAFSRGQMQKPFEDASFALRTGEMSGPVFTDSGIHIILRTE
RGS4 inhibitor: inhibitors of human regulator of G protein signaling 4; Transcreener GDP fluorescence polarization, RGS4-accelerated GTP hydrolysis; Potency, µM (top dose mostly 114 µM), inactives show at the highest dose activity change, negative = inhibition, actives largely listed as inhibitors; 0.039% of 390,000 active; AID 504845; also: % is scaled to controls: 0 for no effect and ±100 for the full control effect; nearly all actives have a fitted effect of over 75% in size; some results filed as inactive show a strong effect at the top dose
Target sequence (P49798 whole entry, looked up): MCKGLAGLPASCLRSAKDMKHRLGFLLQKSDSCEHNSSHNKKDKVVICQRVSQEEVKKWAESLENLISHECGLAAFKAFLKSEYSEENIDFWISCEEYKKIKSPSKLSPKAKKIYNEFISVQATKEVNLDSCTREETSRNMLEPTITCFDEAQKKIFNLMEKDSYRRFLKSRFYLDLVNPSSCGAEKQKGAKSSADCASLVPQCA
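MLSMR compounds (23 nl, pin-transferred) preincubated 10 min at room temperature with a 500nM (2x) first reagent, then RGS4 at 900nM (2x) plus Transcreener GDP mix added; fluorescence polarization (620/688 nm) read before and after 90 min at 30 °C.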
GLS inhibitor: glutaminase GLS (human) inhibition | O94925 | GLS enzymatic activity, qHTS titration | Potency, µM (top dose mostly 45.5 µM), inactives show at the top dose activity change, negative = inhibition, actives largely listed as inhibitors | 0.21% of 410,000 active; also: % is scaled to controls: 0 for no effect and ±100 for the full control effect
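Two-point fluorescence kinetic (t0, 30 min RT) for hKGA; glutamate detected via glutamate oxidase–HRP–Amplex Red. Substrate: 1 mM L-glutamine solution; buffer 45 mM KH2PO4, pH 8.2.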
Tb PGK inh: blocks T. brucei phosphoglycerate kinase; P07378; PGK/GAPDH coupled, Kinase-Glo luminescence, 60 min; Potency, µM (series often up to 57.5 µM), for the others: top-dose activity change, negative = inhibition, hits mostly inhibitors; 0.043% of 380,000 active; AID 602233; also: % is scaled to controls: 0 for no effect and ±100 for the full control effect; nearly all actives have a fitted effect of over 60% in size
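Recombinant glycosomal PGK reaction used 1,3-bisphosphoglycerate generated in-well by GAPDH (100nM final) in 100mM TEA pH 7.6, 5mM MgCl2, 0.01% Tween-20. After 60 minutes at room temperature, ATP was read by Kinase-Glo Plus luminescence end-point.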
ERG Ets-DNA blk: inhibitors of human ERG Ets domain-DNA interaction | P11308 | 0.028% of 370,000 active | fluorescence polarization, His-ERG Ets domain / labelled DNA | Potency, µM (titrated, usually from 76.9 µM), without a hit: at the top dose FP activity, negative = inhibition, usual class: inhibitors; active = well fitted inhibition curve with a large enough effect in the polarisation, with a control signal flat; inconclusive = small, poorly fitted or top-dose-only effect, or effect the other way, or a change in a side signal; inactive = no such curve, though single readings can be large or run the other way; the % refers to the polarisation;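 also: polarization taken with two DNA probes labelled with fluorescein and Texas red; % of control where 0% means no effect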
Target sequence (P11308 whole entry, looked up, the tested form may be a part): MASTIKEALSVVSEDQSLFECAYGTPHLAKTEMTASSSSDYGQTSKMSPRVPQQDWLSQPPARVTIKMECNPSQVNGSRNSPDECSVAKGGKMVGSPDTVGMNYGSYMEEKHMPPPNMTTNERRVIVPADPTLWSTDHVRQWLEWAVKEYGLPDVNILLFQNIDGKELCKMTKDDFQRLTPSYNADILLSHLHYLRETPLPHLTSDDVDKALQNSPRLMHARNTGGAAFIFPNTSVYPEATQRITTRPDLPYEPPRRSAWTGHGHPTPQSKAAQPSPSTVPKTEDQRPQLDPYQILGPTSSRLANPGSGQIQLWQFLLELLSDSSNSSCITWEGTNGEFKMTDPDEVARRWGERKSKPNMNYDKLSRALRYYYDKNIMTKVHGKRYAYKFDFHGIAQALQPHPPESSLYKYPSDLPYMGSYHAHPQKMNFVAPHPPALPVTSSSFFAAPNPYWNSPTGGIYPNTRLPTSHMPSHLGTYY
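His-tagged ERG Ets domain (1 uM in the protein solution; 300mM KCl, 50mM Tris-HCl, 1mM EDTA, 1mM DTT, pH 7.5) received compound, then a probe mix of 5 nM fluorescein-DNA and 100nM Texas-615-DNA. Fluorescence polarization was read for both dyes.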
JMJD2A Tudor: blocks the human JMJD2A Tudor domain; O75164; AlphaScreen JMJD2A-Tudor / H3K4me3 peptide binding; Potency, µM (titrated, usually from 114 µM), for inactives: at the top dose activity change, negative = inhibition, most hits filed as inhibitors; 4.4% of 390,000 active; also: % is scaled to controls: 0 for no effect and ±100 for the full control effect; nearly all actives have a fitted effect of over 50% in size
* hit, by the source's call; i = inactive; ? = inconclusive; nt = not tested or not shown; & = joins results of further samples; [ ] = dose if it differs, or a comment. Unless noted, calls follow the shape of the dose curve; as a rule, active = well fitted curve in the direction sought with a large enough effect; inconclusive = small, poorly fitted or top-dose-only effect, or another doubt; inactive = no such curve, though single readings can be large; an effect the other way counts as inactive or inconclusive. Potency is read from the fitted curve at half-maximal effect. A portion of the library; rates above refer to the full screens.

SMILES	12-LOX inh	HP1b chromo inh	TrxR1 inh	Pin1 inhibitor	RGS4 inhibitor	GLS inhibitor	Tb PGK inh	ERG Ets-DNA blk	JMJD2A Tudor
COc1ccc(OCC(=O)N/N=C/c2ccsc2)cc1	15%	3%	-11%	2%	9%	5%	i	6%	-8%
Cc1ccc(CC2CC(=O)N(C(Cc3ccccc3)C(=O)O)C2=O)cc1 (configuration not stated)	-21%	48%[activator]	16%[57.1 µM]	0%	-19%	0%	9%	-12%	3%
O=[N+]([O-])c1ccc(C[n+]2ccc(Cc3ccccc3)cc2)cc1	-14%	32%	-15%	0%	-7%	-11%	-8%	-5%	-8%
CC(=O)c1ccc(OCCCC(=O)NC2CCCCC2C)cc1 (configuration not stated)	-3%	-10%	26%[0.457 µM]	1%	14%	-15%	i	-6%	-9%
CC1CCN(c2ncnc3ccccc23)CC1	?	26%	8%	-1%	24%	2%	2%	1%	-14%
CC(=O)N1CCc2cc(Br)cc(S(=O)(=O)CCC(=O)N3CCN(c4ccccc4)CC3)c21	-23%	12%	23%	1%	-3%	5%	-6%	2%	-20%
CC(Oc1ccccc1Cl)c1nnc(N)s1 (configuration not stated)	0%	36%	3%	-1%	-30%	-1%	i	3%	-3%
COC(=O)c1cc(NC(=O)c2ccoc2C)cc(C(=O)OC)c1	-2%	37%[activator]	-6%	13%	21%	8%	4%	-1%	-8%
CC(=O)N1CCN(c2ncnc3sc(-c4ccccc4)cc23)CC1	-12%	36%	20%	-1%	-10%	3%	-7%	-8%	-7%
Cn1cccc1C(=O)NC(=O)COC(=O)c1ccc(S(C)(=O)=O)cc1	-15%	30%	-5%	13%	-9%	-2%	-2%	nt	-6%
CCCCOC(=O)c1ccc(OC(=O)c2cccnc2)cc1	-3%	109%[activator]	-4%	0%	11%	-1%	-6%	-2%	24%
COc1ccc2[nH]cc(C(=O)CN3CCCC(C)(C)C3)c2c1	-7%	35%	1%	2%	-22%	-4%	-6%	-8%	2%
O=C1/C(=C/c2ccccc2)CSc2sccc21	0%	49%[activator]	3%[57.1 µM]	1%	-8%	-9%	-5%	-5%	23%
COc1cccc2cc(-c3nc(Nc4cccc(C)c4C)sc3C)c(=O)oc12	?	-7%	20%[57.1 µM]	16%	6%	1%	-3%	0%	-27%
CCCCCCOC(=O)Nc1ccc(S(=O)(=O)Nc2cccc([N+](=O)[O-])c2)cc1	-19%	12%	16%	-1%	-27%	0%	-3%	6%	-20%
O=C(C[n+]1cc(Br)cc2ccccc21)c1ccc(Br)cc1	?	5%	-10%&-19%	?	-18%	0%	-6%	10%	?
COc1ccc(-c2nc3cccc(C)n3c2NCc2ccco2)cc1OC	?	-16%	44%	-10%	-35%	16%	-8%	7%	?
CC(=O)c1ccc(S(=O)(=O)Oc2ccc(-c3ccc(C(=O)O)cc3)cc2)cc1	-19%	-19%	12%	-6%	13%	-9%	-4%	3%	-15%
Cc1ccc(/C=N/NC(=O)COc2ccccc2-c2ccccc2)cc1	?	14%	11%	-3%	-3%	3%	3%	-4%	-11%
CCCn1c(N)c(C(=O)CSc2nnc(-c3ccco3)n2Cc2ccccc2)c(=O)[nH]c1=O	?	23%	-8%	3%	-5%	-9%	2%	0%	-25%
CCOc1ccc(CN(C)C(=O)c2cccnc2OCC)cc1OC	-2%	5%	10%	-9%	-11%	14%	i	?	-3%
COCc1nnc(SCC(=O)NCc2ccccc2)n1-c1ccccc1	-15%[57.4 µM]	13%	10%	5%	6%	-4%	nt	nt	-9%
CCOC(=O)C1=C(C)NC(=S)NC1c1ccc(OC(=O)c2ccco2)cc1 (configuration not stated)	?	21%	-10%	?	-34%	-10%	-9%	-19%	0%
CCc1ccc(CN2CCC(Oc3ccc(C(=O)NCc4ccccn4)cc3)CC2)o1	19%	30%	-32%	-4%	-16%	-14%	-1%	-2%	-26%
O=C(Cc1ccccc1)Nc1ccc(C(=O)Nc2ccc(O)cc2)cc1	6%	17%	-1%	0%	-8%	-2%	2%	0%	-9%

Record cards, from the list above. Order of values: 12-LOX inh | HP1b chromo inh | TrxR1 inh | Pin1 inhibitor | RGS4 inhibitor | GLS inhibitor | Tb PGK inh | ERG Ets-DNA blk | JMJD2A Tudor
CC(Oc1ccccc1Cl)c1nnc(N)s1 (configuration not stated) reads 0% | 36% | 3% | -1% | -30% | -1% | i | 3% | -3%
O=C(C[n+]1cc(Br)cc2ccccc21)c1ccc(Br)cc1 reads ? | 5% | -10%&-19% | ? | -18% | 0% | -6% | 10% | ?
CCCCCCOC(=O)Nc1ccc(S(=O)(=O)Nc2cccc([N+](=O)[O-])c2)cc1 reads -19% | 12% | 16% | -1% | -27% | 0% | -3% | 6% | -20%

Next section
SMILES	12-LOX inh	HP1b chromo inh	TrxR1 inh	Pin1 inhibitor	RGS4 inhibitor	GLS inhibitor	Tb PGK inh	ERG Ets-DNA blk	JMJD2A Tudor
CCOC(=O)/C(C#N)=C1\C(=O)N(Cc2ccccc2)c2ccccc21	?	14µM*	-7%	-1%	?	?	-1%	-9%	20µM*
Nc1cc(Cl)ccc1C(=O)OCC(=O)NCc1cccs1	26%	31%	23%	-5%	-4%	2%	-8%	8%	-6%
COc1ccc(NC(=O)CNC(=O)c2ccc([N+](=O)[O-])cc2)cc1	5%	17%	12%	-4%	4%	-14%	0%	-5%	6%
COC(=O)c1sc2ccccc2c1NC(=O)c1cccs1	-3%	64%[activator]	6%	1%	-5%	9%	-5%	nt	33%
CCN(CC)S(=O)(=O)c1ccc(C(=O)N2CCN(C3=NS(=O)(=O)c4ccccc43)CC2)cc1	7%	20%	?	-6%	31%	3%	4%	4%	1%
Cc1[nH]c2c(C)cccc2c1CN1CCC(CO)(Cc2ccccc2)CC1	-29%	27%	-9%	-7%	6%[11.4 µM]	11%	i	4%	-9%[11.4 µM]
COc1ccc(Nc2nc(C)cc(C)c2C#N)cc1OC	?	66%[activator]	28%	-3%	-22%	2%	-4%	-2%	-11%
CN(CC(=O)Nc1ccc(F)cc1Cl)Cc1cccs1	10%	28%	18%	-1%	9%	10%	-4%	0%	28%
COc1ccc(CCN2CCCC(CN(C)Cc3cc(Cl)c(O)c(OC)c3)C2)cc1 (configuration not stated)	-16%	47%[activator]	-33%	-2%	-23%	3%	i	-4%	-18%
N#Cc1ccc(C(=O)NNC(=O)c2ccncc2)cc1	0%	32%	2%	-8%	-16%	-4%	-1%	8%	-7%
COc1cccc(-c2nnc3sc(-c4ccccc4)nn23)c1	-29%	30%	-11%	123%[activator]	-15%	0%	-6%	-6%	-21%
Cc1ccc(-c2c(C(=O)N/N=C/C3CCCCC3)nnn2-c2nonc2N)cc1	5%	56%[activator]	10%	-3%	-7%	16%	-4%	-3%	-3%
CC(=O)Nc1ccc(OCC(O)Cn2c3ccccc3c3ccccc32)c(C)c1 (configuration not stated)	-18%	21%	15%[57.1 µM]	8%	-8%	4%	i	10%	-13%
Cn1c(SCC(=O)Nc2nc3ccccc3s2)ncc(C(=O)Nc2ccc(Cl)cc2)c1=O	4%	2%	10%[57.1 µM]	-5%	-1%	-4%	-3%	-1%	-11%
CC(Sc1nnc(C(F)(F)F)n1C)C(=O)Nc1ccc(N2CCOCC2)cc1 (configuration not stated)	2%	23%	32%	-1%	16%	29%	-7%	0%	-6%
O=C(NC1CC1)c1ccc(NC(=O)C2CCC2)cc1	7%	24%	17%	-8%	?	5%	-9%	0%	?
Cc1cc(NC(=O)CSc2nccn2-c2ccc([N+](=O)[O-])cc2)no1	-4%	13%	5%	-9%	-4%	1%	0%	-1%	-3%
O=C(Oc1cccc(C(=O)N2CCOCC2)c1)c1ccc(Br)cc1	-1%	17%	27%[57.1 µM]	-1%	11%	-1%	-4%	4%	-14%
Cc1ccc(C(=O)CSc2nnc(-c3snnc3C)n2C2CC2)cc1	8%	26%	19%[57.1 µM]	4%	-22%	6%	2%	-8%	1%
COc1ccc(C(=O)OCC(=O)Nc2sccc2C(N)=O)cc1OC	0%	36%	16%	?	10%	-8%	-8%	2%	-6%
Brc1ccc(CNCCCSc2nnnn2-c2ccccc2)cc1	?	41%[activator]	-1%	2%	-5%	-2%	nt	-4%	-1%
COc1ccc(CN2CCNC(=O)C2CC(=O)NC2CCCCCCC2)cc1OC (configuration not stated)	-19%	26%	4%	-19%	-15%	-8%	i	-20%	-13%
Cc1ncc(NS(=O)(=O)c2ccc(N)cc2)nc1C	-11%	13%	-10%	-4%	-17%	-8%	11%	0%	-4%
Cc1ccc(NC(=O)COC(=O)c2cc(=O)c3ccccc3o2)c(Br)c1	-16%&-8%	21%	-33%	4%	13%	6%	4%	-5%	-6%
CCC(C(=O)NCCCN1CCN(CC)CC1)n1nc(C)n2c(cc3occc32)c1=O (configuration not stated)	0%	33%	27%	-3%	14%	-2%	-5%	-1%	-13%
COc1ccc(C)cc1NC(=O)c1c(C(=O)Nc2cccc(C)c2C)sc2nc(C)cc(=O)n12	-21%	-1%	-5%	1%	-11%	-5%	-3%	-7%	-13%
O=C(COC(=O)c1cc(=O)[nH]c2ccccc12)c1ccc(Br)cc1	-5%	31%	19%	-1%	-10%	-7%	7%	0%	-4%
CCn1c(=O)n(CC)c2cc(S(=O)(=O)Nc3ccccc3C)c(C)cc21	11%	14%	15%	2%	-20%	0%	-8%	4%	-22%
CCOc1cc(/C=C/C(=O)O)ccc1OCCOc1ccc(F)cc1	-12%	16%	7%	-5%	9%	2%	0%	-17%	11%

Screening results (PubChem)
